# G9a block: G9a (human) methyltransferase inhibition. G9a H3K9 monomethylation, AlphaScreen, 2 h. Potency, µM (titrated, usually from 102 µM), without a hit: top-dose activity, negative = inhibition, hits mostly inhibitors. 350,000 compounds, 8.8% hits; note: potency is the fitted concentration of half-maximal effect; % is set by controls: 0 for no effect and ±100 for the full control effect; nearly all actives have a fitted effect of over 75% in size
#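 G9a (20 nM) preincubated 15 min RT with compounds, then 500 nM biotinylated H3K9 peptide and 20 uM SAM added; 2 h RT reaction. Monomethyl-H3K9 product detected by AlphaScreen with anti-H3K9me1 antibody, streptavidin donor and anti-rabbit IgG acceptor beads.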
# Pol eta inh: inhibitors of human DNA polymerase eta; Q9Y253; Potency, µM (highest dose often 114 µM), for inactives: at the top dose activity change, negative = inhibition, actives largely listed as inhibitors; AID 588591; recombinant Pol eta, fluorescent DNA replication assay; 390,000 compounds, 1.2% hits; note: potency is the fitted concentration of half-maximal effect; % is set by controls: 0 for no effect and ±100 for the full control effect
#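 Fluorescent replication assay: 50 nM final substrate added after a 15 min room-temperature compound preincubation with 10 nM enzyme. Signal taken at 0 min and again at 10 min.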
# Tb PGK inh: blocks T. brucei phosphoglycerate kinase | P07378 | PGK/GAPDH coupled, Kinase-Glo luminescence, 60 min | Potency, µM (top dose mostly 57.5 µM), for inactives: at the highest dose activity change, negative = inhibition, usual class: inhibitors | 380,000 compounds, 0.043% hits | AID 602233; note: potency is the fitted concentration of half-maximal effect; % is set by controls: 0 for no effect and ±100 for the full control effect; nearly all actives have a fitted effect of over 60% in size
#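 Luminescent ATP detection (Kinase-Glo Plus) follows a 60-minute room-temperature incubation, with wells lacking PGK as controls. Buffer: 100 mM TEA (pH 7.6), 5 mM MgCl2, 0.01% Tween-20. Coupling enzyme GAPDH (100 nM final) supplies unstable 1,3-BPG in-well.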
# JMJD2A Tudor inh: JMJD2A Tudor domain (human) inhibition | Potency, µM (series often up to 114 µM), without a hit: top-dose activity change, negative = inhibition, most hits filed as inhibitors | O75164 | AlphaScreen JMJD2A-Tudor / H3K4me3 peptide binding | 390,000 compounds, 4.4% hits | AID 504339; note: potency is the fitted concentration of half-maximal effect; % is set by controls: 0 for no effect and ±100 for the full control effect; nearly all actives have a fitted effect of over 50% in size
# Target sequence (O75164 whole entry, looked up, the tested form may be a part): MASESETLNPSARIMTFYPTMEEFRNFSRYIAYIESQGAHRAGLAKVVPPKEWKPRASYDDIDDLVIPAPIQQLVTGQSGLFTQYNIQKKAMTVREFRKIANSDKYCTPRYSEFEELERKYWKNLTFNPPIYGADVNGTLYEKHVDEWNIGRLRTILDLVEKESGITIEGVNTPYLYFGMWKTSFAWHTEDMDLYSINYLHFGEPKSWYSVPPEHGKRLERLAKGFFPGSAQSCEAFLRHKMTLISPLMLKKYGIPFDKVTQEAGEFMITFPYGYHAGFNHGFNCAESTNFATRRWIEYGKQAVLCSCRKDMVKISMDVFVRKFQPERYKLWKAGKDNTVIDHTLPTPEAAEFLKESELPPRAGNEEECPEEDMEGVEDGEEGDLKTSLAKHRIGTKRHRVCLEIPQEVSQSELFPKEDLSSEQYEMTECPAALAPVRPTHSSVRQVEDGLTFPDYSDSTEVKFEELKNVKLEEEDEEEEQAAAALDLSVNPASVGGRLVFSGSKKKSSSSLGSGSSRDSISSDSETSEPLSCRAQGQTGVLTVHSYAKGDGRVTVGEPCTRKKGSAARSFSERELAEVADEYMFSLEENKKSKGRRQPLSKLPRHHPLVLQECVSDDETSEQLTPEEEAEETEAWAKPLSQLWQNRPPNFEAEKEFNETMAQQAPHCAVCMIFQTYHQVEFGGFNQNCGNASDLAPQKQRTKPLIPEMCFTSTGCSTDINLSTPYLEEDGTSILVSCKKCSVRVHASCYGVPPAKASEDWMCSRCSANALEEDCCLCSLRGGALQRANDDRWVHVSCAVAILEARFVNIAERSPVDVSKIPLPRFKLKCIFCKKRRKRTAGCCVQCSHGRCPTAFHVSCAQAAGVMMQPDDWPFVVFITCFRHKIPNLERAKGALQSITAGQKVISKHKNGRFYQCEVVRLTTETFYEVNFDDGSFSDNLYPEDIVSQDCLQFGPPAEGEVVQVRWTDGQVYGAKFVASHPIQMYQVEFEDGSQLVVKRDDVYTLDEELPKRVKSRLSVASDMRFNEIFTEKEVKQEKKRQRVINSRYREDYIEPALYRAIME
# Pin1 inh: inhibitors of human Pin1 | Q13526 | Pin1 FP peptide displacement, HiFluor488, 10 min | Potency, µM (doses to about 115 µM), for the others: at the highest dose activity, negative = inhibition, most hits filed as inhibitors | 390,000 compounds, 0.009% hits | AID 504891; active = well fitted inhibition curve with a large enough effect in the polarisation, with a control signal flat, not every such curve was filed as active; inconclusive = small, poorly fitted or top-dose-only effect, or effect the other way, or a change in a side signal; inactive = no such curve, though single readings can be large or run the other way; the % refers to the polarisation; note: potency is the fitted concentration of half-maximal effect; % is set by controls: 0 for no effect and ±100 for the full control effect
# GLS inh: blocks human kidney-isoform glutaminase activity; O94925; GLS enzymatic activity, qHTS titration; Potency, µM (series often up to 45.5 µM), for inactives: at the top dose activity change, negative = inhibition, hits mostly inhibitors; 410,000 compounds, 0.21% hits; AID 624170; note: potency is the fitted concentration of half-maximal effect; % is set by controls: 0 for no effect and ±100 for the full control effect
#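 Assay buffer: 45 mM KH2PO4 pH 8.2, 0.02% Tween-20. hKGA acts on L-glutamine (1 mM solution added); product glutamate is reported by an oxidase/peroxidase Amplex Red coupling, with fluorescence taken at baseline and 30 min.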
# PI4K2A block: blocks human PI4K2A kinase activity. purified PI4K2A, ADP-Glo luminescence, 1 h; stronger effect = lower value. Q9BTU6. 420,000 compounds, 0.13% hits. activity change, negative = inhibition, % at 76.9 µM; in the data active = activity change below about -50%; inconclusive = mostly about -30% to -49%;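 note: -100% = wells without enzyme as full effect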
#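 Compounds are screened against recombinant PI4K2A using PI as substrate and ATP, the latter dispensed at 300 microM. Reactions run one hour at ambient temperature before ADP-Glo detection; full inhibition defined by wells lacking enzyme.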
# HP1b binding inh: blocks HP1-beta chromodomain binding to methylated histone tails; P83916; AlphaScreen HP1-beta / biotin-H3K9me3 peptide binding; Potency, µM (titrated, usually from 114 µM), for the others: at the highest dose activity change, negative = inhibition, hits mostly inhibitors; 390,000 compounds, 0.56% hits; note: potency is the fitted concentration of half-maximal effect; nearly all actives have a fitted effect of over 70% in size; inactives centre near 23
#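 HP1-beta protein (50 nM final) preincubated 30 min at room temperature with biotinylated H3(1-18)K9me3 peptide (50 nM) in PBS pH 7.4, 0.01% Tween-20, then compound added for 30 min. AlphaScreen streptavidin donor/nickel chelate acceptor beads (10 ug/mL final), 30 min dark, luminescence read.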
# BAZ2B block: blocks human BAZ2B; Q9UIF8; AlphaScreen BAZ2B-H3K14Ac peptide displacement; 360,000 compounds, 4.4% hits; Potency, µM (doses to about 114 µM), for the others: at the highest dose activity change, negative = inhibition, hits mostly inhibitors; note: potency is the fitted concentration of half-maximal effect; % is set by controls: 0 for no effect and ±100 for the full control effect; nearly all actives have a fitted effect of over 60% in size
#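 AlphaScreen displacement of biotin-H3(5-23)K14Ac peptide (50 nM final) from BAZ2B (50 nM final) in PBS pH 7.4, 0.01% Tween-20; complex preformed 30 min RT, then compounds (top 110 uM) 30 min RT, beads 20 min dark.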
# * marks the source's active call; other numbers are inactive results; i = inactive; ? = inconclusive; . = not tested or not shown; & = joins results of further samples; ! = a repeat was not active; [ ] = remark or other dose. Unless noted, calls come from the whole dose curve; as a rule, active = well fitted curve in the direction sought with a large enough effect; inconclusive = small, poorly fitted or top-dose-only effect, or another doubt; inactive = no such curve, though single readings can be large; an effect the other way counts as inactive or inconclusive. Some of the compounds tested, so the mix of outcomes need not match the whole.
# Each structure is followed by: GLS inh | HP1b binding inh | Pol eta inh | BAZ2B block | Tb PGK inh | PI4K2A block | JMJD2A Tudor inh | G9a block | Pin1 inh
COc1ccc(C(=O)N2CCCc3ccccc32)cc1
    11% | 15% | -13% | -3% | 3% | 4 | 7% | -3%[59 µM] | -1%
COc1ccc2c(c1)c(CC(=O)OC(C)C(=O)N(C)C)c(C)n2C(=O)c1ccc(Cl)cc1 (stereo not given)
    3% | 29% | -15% | -22% | -6% | 2 | -15% | -17% | -2%
CC(=O)Nc1ccc(Oc2sc(C(=O)c3ccccc3)c(N)c2C#N)cc1
    4% | 15% | -6% | ? | 1% | 4 | 2% | -4%[59 µM] | 2%
COc1ccc(C2C(C(=O)/C=C/c3ccco3)=C(O)C(=O)N2CCN2CCOCC2)cc1 (stereo not given)
    72%[activator] | 17% | -28% | 79µM* | -10% | -2 | -34% | ? | ?
CC(=O)Nc1cc(C(=O)N(C)Cc2ccccc2)ccc1S(=O)(=O)c1ccc(C)cc1
    0% | 19% | -23% | -9% | . | 3 | -11% | 2% | -1%
COc1ccc(C(C)=O)cc1CSc1nncn1-c1ccccc1
    -3% | 28% | -7% | 4% | -6% | 2 | -2% | 2%[59 µM] | 8%
CCOc1ccccc1NC(=O)Cn1ccn(-c2ccccc2)c(=O)c1=O
    6% | 25% | -12% | -32% | 1% | -6 | -26% | ? | -5%
O=C(NCc1ccc(F)cc1)C1CCCN1C(=O)NCc1ccccc1 (stereo not given)
    14% | 19% | 1% | -5% | -4% | 0 | -26% | -8% | -4%
Oc1c(Br)cc(Br)cc1CNc1cccc2cccnc12
    16% | -16% | -18% | ? | -7% | -22 | ? | . | -1%
O=C(O)C1CC=CCC1C(=O)N1CCN(c2nc(-c3ccccc3)c3ccccc3n2)CC1 (stereo not given)
    25% | 59%[activator] | -12% | 13% | -7% | 2 | 2% | ? | -10%
Cc1ccccc1N1CC(C(=O)Nc2nnc(SCCC3OCCO3)s2)CC1=O (stereo not given)
    2% | 5% | 20µM* | -14% | 2% | -9 | -7% | 25µM* | ?
CCOc1ccc(NC(=O)c2ccc3[nH]c(=O)c(=O)[nH]c3c2)cc1
    -5% | 9%[57 µM] | -6% | -17% | -2% | -1 | -16% | -3% | -4%
CCOc1ccc(-n2nc3cc(C)c(NC(=O)CC)cc3n2)cc1
    -13% | 29% | -11% | 1% | i | 6 | -4% | -28%[59 µM] | -4%
CC(=O)c1cccc(Nc2c([N+](=O)[O-])c(=O)oc3ccccc23)c1
    7% | 4% | 3% | -14% | 1% | -5 | -7% | -37% | -3%
CC1CN(C(=O)c2cccc(S(=O)(=O)N3CCN(c4ccccc4)CC3)c2)CC(C)O1 (stereo not given)
    2% | 29% | -19% | 7% | -2% | -3 | -8% | 23%[59 µM] | -4%
O=C(Nc1ccccc1Cl)c1ccc2nsnc2c1
    0% | 29% | -16% | 7% | -12% | -4 | 0% | -2%[0.501 µM] | -5%
CS(=O)(=O)N1CCCC(C(=O)NCCc2ccccc2)C1 (stereo not given)
    1% | 10% | -4% | -31% | . | 5 | -2% | -3%[12.7 µM] | -10%
O=C(OC1CCOC1=O)c1ccc(Cl)c(S(=O)(=O)N2CCCCC2)c1 (stereo not given)
    -7% | 24% | -30% | -17% | -19% | 1 | -10% | -43% | -2%
COCCn1c(SCC(=O)Nc2ccccc2OC)nc2ccccc2c1=O
    2% | 26% | -8% | 2% | -5% | -1 | -13% | -4% | -2%
COc1ccccc1Oc1ccc2c(c1)C(=O)N(CC1CCCO1)C2=O (stereo not given)
    4% | 18% | -13% | 10% | -9% | 3 | 6% | 15% | 2%
CCN(C(=O)COC(=O)C1CCN(S(=O)(=O)c2ccc3c(c2)OCCO3)CC1)C1CCCCC1
    0% | 9% | -29% | 4% | -2% | 1 | -13% | ? | 1%
COc1ccccc1C(=O)OCc1cc(=O)n2nc(C3CCCCC3)sc2n1
    5% | 144%[activator] | ? | 2% | -10% | -25 | -33% | -13%[59 µM] | 0%
COc1ccc(C(=O)C2CCN(C(=O)c3ccc(OC)cc3)CC2)cc1
    -1% | 23% | -9% | 1% | -12% | 2 | -3% | . | ?
Cc1cnn(-c2cc(N/N=C/c3ccc(F)cc3)ncn2)c1
    5% | 6% | -18% | 6% | i | -3 | -16% | 3%[59 µM] | 10%
O=C(Nc1ccc(Cl)cc1Cl)c1ccc2c(c1)OCCO2
    0% | 35% | -7% | 16% | -6% | -7 | 29% | 16%[59 µM] | -1%
CC1CCCCC1NC(=O)CCCCCn1c(=S)[nH]c2ccccc2c1=O (stereo not given)
    7% | 38% | -6% | -12% | 7% | 2 | -3% | 8% | 6%
Cc1nn(Cc2ccc(F)cc2)c(C)c1NC(=O)c1nn(C)cc1Cl
    -6% | 40%[activator] | -7% | 12% | i | 7 | 2% | -16%[59 µM] | -3%
COCC(C)n1c(COc2ccccc2F)nnc1SCC(=O)c1c(N)n(C)c(=O)n(C)c1=O (stereo not given)
    16% | 26% | -12% | -5% | -12% | -3 | -3% | -2% | 12%
Cc1c(CCC(=O)NCCCCCC(=O)O)c(=O)oc2c(C)c3oc4c(c3cc12)CCCC4
    4% | 13% | 5% | -21% | -6% | -1 | -13% | -49% | ?
COc1ccc(C(=O)NC(C)CCn2cccn2)cc1OC1CCN(C(C)C)CC1 (stereo not given)
    1% | 21% | -8% | 0% | 4% | -1 | -7% | 8% | -9%
O=C(C[C@H]1C/C=C/CC[C@@H](Cc2ccc(F)cc2)C(=O)O[C@@H](c2ccccc2)CNC1=O)NCCO
    7% | 21% | -9% | . | -3% | 5 | -4% | . | -2%
Cc1ccc(/C=N/NC(=O)Cn2cnc3ccccc32)o1
    6% | 24% | 7% | -26% | 0% | 2 | -9% | . | 12%
O=C1CC(Sc2ncccc2C(=O)O)C(=O)N1 (stereo not given)
    16% | 34% | -6% | -24% | -8% | -5 | -30% | ? | -12%
O=C(OCc1cn([C@H]2C[C@H](c3ccccc3)N(Cc3cccs3)C[C@@H]2O)nn1)c1ccccc1
    -3% | . | -18% | . | -5% | -10 | . | . | .
CC(=O)Nc1nc(C)c(-c2csc(Nc3cccc(C(C)=O)c3)n2)s1
    5% | -8% | ? | -39% | -4% | -2 | -29% | 40µM* | -3%
C[C@H](CO)N1C[C@H](C)[C@@H](CN(C)S(=O)(=O)c2ccccc2)Oc2ccc(NC(=O)Cn3cnnn3)cc2C1=O
    0% | 35% | -2% | . | i | -1 | -14% | . | 18%
O=C(C1CCCCC1)N1CCCC(c2nc3c(nnn3Cc3ccccc3)c(=O)[nH]2)C1 (stereo not given)
    3% | 14% | -3% | 7% | -2% | 4 | -13% | 29% | 1%
Cc1cc(=O)[nH]c(SCC(=O)NCC2CCCO2)n1 (stereo not given)
    -3% | 75%[activator] | 18% | -2% | i | 0 | -5%[11.4 µM] | -1% | 1%
O=C(O)[C@H](Cc1ccccc1)Nc1ccc([N+](=O)[O-])cn1
    6% | 30% | 8% | 1% | . | 3 | -12% | 1% | 1%
O=C(/C=C/c1cccc(C(F)(F)F)c1)N1CCN(c2ccccn2)CC1
    -2% | 18% | -11% | -20% | 7% | 20 | -15% | 13% | -3%
Nn1c(SCC(=O)Nc2ccc3c(c2)OCO3)nnc1-c1ccncc1
    3% | 27% | 0% | -3% | 7% | -4 | -6% | 11%[59 µM] | -1%
CCOC(=O)c1c(CN2CCC(C)CC2)oc2ccc(OC)cc12
    1% | 25% | -22% | -13% | 0% | -3 | -31% | -45%[59 µM] | -3%
Cc1ccc(CNc2ncnc3c2nc2n3CCCC2)cc1
    -6% | 11% | -22% | -1% | -7% | -4 | -13% | -2%[59 µM] | -3%
COCCC(=O)N1CCC(Oc2ccc(C(=O)NCc3nccn3C)cc2)CC1
    -5% | 25% | -18% | -4% | -5% | 4 | 2% | -2% | -6%
COc1cc(C(=O)NCC(c2ccc(N(C)C)cc2)N2CCc3ccccc32)cc(OC)c1OC (stereo not given)
    29% | ? | -11% | 13µM* | 9% | 1 | 16µM* | 18µM* | 0%
CCOc1cccc(C2c3c(-c4cc(C)ccc4O)n[nH]c3C(=O)N2Cc2ccco2)c1 (stereo not given)
    4% | 0% | -21% | ? | -4% | -3 | ? | ? | ?
CCN1C(=O)CC2CCCC1C2 (stereo not given)
    4% | 11% | -12% | . | -6% | -2 | -5% | . | -1%
CC(Oc1ccccc1)C(=O)Nc1nnc(S(=O)(=O)N2CCCCCC2)s1 (stereo not given)
    6%&6% | 47%[activator] | -17%&-9% | 1.8µM*! | -5%&2% | 0&-2 | 8.9µM*! | 2.8µM*! | -2%&0%
O=C(OCc1cc(-c2ccccc2)no1)c1ccc2ccccc2n1
    -10% | 98%[activator] | ? | 16% | i | 7 | 16%[57.1 µM] | 10%[59 µM] | 3%
COc1cc(C2C(S(=O)(=O)c3ccccc3)CON2C)ccc1OCc1ccc(F)cc1 (stereo not given)
    10% | 30% | -11% | -7% | 9% | 0 | 3% | -2%[59 µM] | 10%
O=C(CN1CCC(c2nc3ccccc3[nH]2)CC1)Nc1ccc2c(c1)OCO2
    3% | 21% | -4% | -8% | -4% | 15 | -10% | 9%[12.7 µM] | -11%

# 2 of the compounds above, with bars between the fields.
molecule | GLS inh | HP1b binding inh | Pol eta inh | BAZ2B block | Tb PGK inh | PI4K2A block | JMJD2A Tudor inh | G9a block | Pin1 inh
CCN1C(=O)CC2CCCC1C2 (stereo not given) | 4% | 11% | -12% | . | -6% | -2 | -5% | . | -1%
O=C(OCc1cc(-c2ccccc2)no1)c1ccc2ccccc2n1 | -10% | 98%[activator] | ? | 16% | i | 7 | 16%[57.1 µM] | 10%[59 µM] | 3%

# Screens: PubChem BioAssay, National Center for Advancing Translational Sciences (NCATS)
